ROC1-CUL1 inh: human ROC1-CUL1 E3 ligase inhibition | in vitro K48 di-Ub FRET, acceptor:donor ratio, 45 min | inhibition, % at 10 µM | hit rate 0.6% among 140,000; in the data active = inhibition above about 25%
Target sequence (P62877 whole entry, looked up): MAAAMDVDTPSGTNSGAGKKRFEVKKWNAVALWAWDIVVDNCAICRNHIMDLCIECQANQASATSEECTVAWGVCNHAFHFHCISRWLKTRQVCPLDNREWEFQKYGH
Target sequence (Q13616 whole entry, looked up): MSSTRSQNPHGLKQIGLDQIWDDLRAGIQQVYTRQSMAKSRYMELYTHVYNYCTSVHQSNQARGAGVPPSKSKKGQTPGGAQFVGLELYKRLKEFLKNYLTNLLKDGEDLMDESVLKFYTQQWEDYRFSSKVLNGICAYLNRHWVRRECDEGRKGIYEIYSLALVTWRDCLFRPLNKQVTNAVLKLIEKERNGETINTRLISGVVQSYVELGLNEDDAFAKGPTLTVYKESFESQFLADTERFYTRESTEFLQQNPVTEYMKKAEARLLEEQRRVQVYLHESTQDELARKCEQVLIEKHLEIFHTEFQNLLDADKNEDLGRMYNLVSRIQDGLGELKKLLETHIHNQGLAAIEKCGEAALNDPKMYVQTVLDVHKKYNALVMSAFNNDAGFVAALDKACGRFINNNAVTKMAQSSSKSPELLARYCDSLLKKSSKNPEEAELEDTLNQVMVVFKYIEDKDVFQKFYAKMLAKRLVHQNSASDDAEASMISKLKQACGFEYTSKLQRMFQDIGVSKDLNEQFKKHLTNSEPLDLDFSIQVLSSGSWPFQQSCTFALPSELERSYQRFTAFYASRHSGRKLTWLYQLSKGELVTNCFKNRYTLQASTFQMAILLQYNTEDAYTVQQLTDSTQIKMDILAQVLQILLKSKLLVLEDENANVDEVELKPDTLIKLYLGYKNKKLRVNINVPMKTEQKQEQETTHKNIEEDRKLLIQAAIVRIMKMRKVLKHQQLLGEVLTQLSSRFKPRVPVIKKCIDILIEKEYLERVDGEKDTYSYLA
Active calls of the source: *; & = joins results of further samples.

ROC1-CUL1 inh | structure
1.6 | c1ccc2oc(Sc3nc4ccccc4o3)nc2c1
11.1 | COc1ccccc1N1CN(CCc2ccccc2)CNC1=S
-7.3 | Oc1ccc(N=Nc2ccc3c(c2)OCO3)c2ccccc12
-0.8 | CSc1nnc(-c2ccccc2)n1CCO
-11.3 | CCCCCCNc1nc(C)cc(F)n1
-9.3 | COc1ccc(CNC(=O)c2ccc(-c3nc(CSc4ccccc4)c(C)o3)cc2)cc1
-16.9 | Cc1cccc(C(=O)Nc2ccccc2OCc2cc(=O)n3c(C)csc3n2)c1
-6.9 | COCCCNC(=O)CCCn1c(=O)c2ccccc2n(CC(=O)Nc2ccc(C)cc2Cl)c1=O
8.6 | Cc1ccc(-n2nc3c(N4CCC(C(=O)NC5CCC(C)CC5)CC4)nnc(C)c3c2C)cc1 (stereo unspecified)
3.9 | CCOC(=O)c1sc2nc(-c3ccncc3)[nH]c(=O)c2c1C
2.0 | CN(CC1CCOCC1)c1nc2nonc2nc1NC1CCCC1
5.3 | O=C(c1cn(CC2COc3ccccc3O2)nn1)N1CCSCC1 (stereo unspecified)
10.1 | O=C(CSc1nnc(CNC(=O)c2c(F)cccc2Cl)o1)Nc1ccccc1F
-7.5 | Cc1cc(-c2cccc(-c3ccn(CC4CC4)n3)c2)ccn1
6.4 | CCc1cccc(C)c1N1C(=O)CC(Cl)C1=O (stereo unspecified)
-4.6 | COc1cccc(CNC(=O)C2(c3cccs3)CCOCC2)c1
6.4 | OCC1CCN(c2nncc(-c3ccc(Cl)cc3)n2)CC1
0.0 | Cc1cccc(C)c1Oc1ccc(NC(=O)CCC(=O)OCC(=O)c2ccc(F)cc2)cc1
4.2 | Cc1cccc(NC(=O)C2CCN(S(=O)(=O)N(C)C)CC2)c1
7.5 | CCNc1nc(NCC)nc(SC(C(C)=O)C(=O)Nc2ccccc2)n1 (stereo unspecified)
3.3 | Cc1ccc(C)c(C(C)NC(=O)COc2ccccc2)c1 (stereo unspecified)
4.5 | COc1ccccc1CNC(=O)c1ccc2c(c1)N(Cc1ccc(C)cc1)CCS2
-0.7 | COc1ccc(CNC(=O)c2cc3c(s2)-c2c(C)cccc2OC3)cc1
3.5&8.1 | CS(=O)(=O)N1CCc2cc(C(=O)N3CCN(c4ccccc4)CC3)ccc21
-4.0 | Oc1c(I)cc(I)cc1/C=N/Nc1nc(Nc2cccc3ccccc23)nc(N2CCOCC2)n1
2.6 | CCc1ccc(NC(=O)C(=O)NCC(c2cccnc2)N2CCN(C)CC2)cc1 (stereo unspecified)
-0.3 | CC(C)CC(C)NS(=O)(=O)c1ccc2ccccc2c1 (stereo unspecified)
-2.9 | CSC1=NC2=C(C(=O)c3ccccc32)C(c2ccccc2Cl)C1C#N (stereo unspecified)
1.9 | COC(=O)c1ccccc1NC(=O)CCCC(=O)OCC(=O)c1ccc(Br)cc1
2.9 | CC(C)c1ccc(CNc2ccc(O)cc2)cc1
-5.7 | Cc1ccccc1NC(=O)Nc1ccnn1C1CCN(C(=O)C2CCCC2)CC1
3.1 | COc1ccccc1-c1nn2c(=O)cc(CN3CCN(C(=O)/C=C/c4ccccc4)CC3)nc2s1
4.9 | CC(C)C(C(=O)OCC(=O)c1cccc([N+](=O)[O-])c1)N1C(=O)C2C3CC(C(Br)C3Br)C2C1=O (stereo unspecified)
6.1 | Cc1ccccc1C(=O)n1nc(-c2ccco2)nc1NCc1ccc(Cl)cc1
2.6 | COc1cccc(NC(=O)CC2C(=O)N(c3ccc(Cl)cc3)C(=S)N2CCc2ccc(F)cc2)c1 (stereo unspecified)
13.7&0.7 | COc1ccc(N2CCN(CC(O)COc3ccc(C(C)(C)C)cc3)CC2)cc1 (stereo unspecified)
-0.3 | COc1ccccc1C(=O)N1CCN(Cc2ccc(Cl)cc2)CC1
7.6 | CCc1ccc(CNC(=O)c2ccc3nc(C(C)C)oc3c2)cc1
-1.6 | Cc1cccnc1CN1CCN(Cc2ncccc2C)CC1
0.2 | Cc1nc2nc[nH]n2c(=O)c1CCC(=O)Nc1ccc(F)cc1

Part of the list above in order of heavy-atom count, low to high:
ROC1-CUL1 inh | structure
-0.3 | CC(C)CC(C)NS(=O)(=O)c1ccc2ccccc2c1 (stereo unspecified)
3.3 | Cc1ccc(C)c(C(C)NC(=O)COc2ccccc2)c1 (stereo unspecified)
0.2 | Cc1nc2nc[nH]n2c(=O)c1CCC(=O)Nc1ccc(F)cc1
7.6 | CCc1ccc(CNC(=O)c2ccc3nc(C(C)C)oc3c2)cc1
3.5&8.1 | CS(=O)(=O)N1CCc2cc(C(=O)N3CCN(c4ccccc4)CC3)ccc21
2.6 | CCc1ccc(NC(=O)C(=O)NCC(c2cccnc2)N2CCN(C)CC2)cc1 (stereo unspecified)
2.6 | COc1cccc(NC(=O)CC2C(=O)N(c3ccc(Cl)cc3)C(=S)N2CCc2ccc(F)cc2)c1 (stereo unspecified)

The list continues:
ROC1-CUL1 inh | structure
1.8 | CSc1ncc(C(=O)NCc2ccc(F)cc2)c(-c2ccccc2)n1
-0.7 | COc1ccc(C(C)=O)cc1Cc1c(O)nc(SC)[nH]c1=O
-1.7 | CCOC(=O)c1nc(Nc2ccc(C(=O)OC)cc2)c2ccccc2n1
4.0 | CS(=O)(=O)N(CC(=O)NCCSc1ccccc1)c1cc(C(F)(F)F)ccc1Cl
-5.3 | CCC(=O)Nc1cccc(C(C)=O)c1
6.4 | Cc1sc(NC(=O)C2C3CCC(O3)C2C(=O)O)c(C(=O)OC(C)C)c1-c1ccc(Cl)cc1 (stereo unspecified)
-5.1 | C/C(=N/NC(=O)C1CC12CCC2)c1ccc(Br)cc1 (stereo unspecified)
-4.8 | O=C(COc1c(Cl)cc(Cl)cc1Cl)N/N=C/c1cn(Cc2ccccc2)c2ccccc12
2.3 | COC(=O)c1ccc(/C=C2\SC(=O)N(Cc3ccc(Cl)cc3)C2=O)cc1
10.5 | O=C(CSc1ccccc1C(=O)O)c1ccc2c(c1)OCCO2
-0.2 | CC(NC(=O)c1ccc2c(c1)N(Cc1ccc(Cl)cc1)C(=O)c1ccccc1S2=O)c1ccccc1 (stereo unspecified)
-2.1 | COC(=O)c1cc(Cc2ccccc2)sc1N
0.1 | Fc1ccccc1-n1cc(CNC2CCCc3c2cnn3-c2ccccn2)cn1 (stereo unspecified)
4.5 | c1ccc(-c2nc3c(c(N4CCN(Cc5ccoc5)CC4)n2)CCC3)cc1
-3.2 | Clc1ccc(OCc2nn3c(Cc4ccccc4)nnc3s2)cc1
11.3 | COC(=O)C1(N2CCCCC2)c2ccccc2-c2ccccc21
0.7 | COCCN1CCCC2(CCN(Cc3[nH]c4ccc(OC)cc4c3C)C2)C1 (stereo unspecified)
-6.7 | COc1ccc(-c2noc(-c3ccc(N4CCCC4)c([N+](=O)[O-])c3)n2)cc1
-6.2 | CC(=O)Nc1ccc(SC#N)cc1[N+](=O)[O-]
10.6 | O=C(NC(=S)Nc1ccc(Nc2ccccc2)cc1)C1CCC1
-2.6 | CCOc1ccc(C(=O)Nc2cccc(Cl)n2)cc1
7.1 | C(=Nc1ccc(N2CCOCC2)cc1)c1cccnc1
7.9 | CCOc1ccc(C(=O)Nc2ccc(OC)c(OC)c2)cc1
-16.2 | Cc1ccc(-n2c(=O)c3c4c(sc3n(CC(=O)c3ccc(Cl)cc3)c2=O)CCC4)cc1C
-2.4 | Cc1nc2c(c(C)nn2-c2ccccc2)c(C)c1CCC(=O)NCCc1ccccc1
6.9 | C1CCCN(c2nc3nonc3nc2N2CCOCC2)CC1
-5.2 | CC1C(=Nc2ncnc3sc4c(c23)CCCC4)C(=O)N(c2ccccc2)N1C (stereo unspecified)
0.6 | O=C(Nc1nnc2n1CCS2)c1ccc(F)cc1F
0.7 | COc1ccc(-c2nnc(SCC(=O)Nc3cccc(F)c3)s2)cc1
-9.3 | CC(C)(C)c1cc(Cl)c(O)c(C=N[C@@H]2CCCC[C@H]2N=Cc2cc(C(C)(C)C)cc(Cl)c2O)c1
-4.0 | COC(=O)c1c(-c2ccc(Cl)c(Cl)c2)csc1NC(=O)COc1ccc([N+](=O)[O-])cc1
-0.3 | Cc1cccc(C(=O)Nc2nnc(S(=O)(=O)N(C)Cc3ccc(Cl)cc3)s2)c1
2.4 | CCOC(=O)N/N=C1\CCc2ccccc21
-5.6 | O=C(Nc1cccc(Cl)c1)c1cc(-c2ccccc2)on1
-5.2 | CCOC(=O)COc1ccc(C)cc1C(=O)c1ccn2nc(-c3ccc(Cl)cc3)cc2n1
6.1 | COc1cc(C)c(C)cc1S(=O)(=O)N1CCSCC1
-0.4 | CC1=NN(C(N)=S)C(O)(C(F)(F)F)C1 (stereo unspecified)
-5.4 | C=CCSC1=NC(c2ccccc2Cl)CC(c2ccc(Br)cc2)=N1 (stereo unspecified)
-3.8 | CNCc1cccc(OCc2ccccc2Cl)c1
2.6 | CCCOc1ccc(-c2nn(-c3ccccc3)cc2C2NC(=O)N=C(C)C2C(=O)OC(C)C)cc1 (stereo unspecified)
2.9 | O=c1[nH]nnc2c1sc1nc3c(c(-c4ccc(Cl)cc4)c12)CCCC3
-1.9 | O=C(Nc1cc(C(F)(F)F)ccc1Cl)c1cc2n(n1)C(C(F)(F)F)CC(c1ccc(Br)cc1)N2 (stereo unspecified)
0.0 | Cc1ccc(C(=O)NC(c2nnc(SCC(=O)N3CCN(c4ccccc4)CC3)n2C)C(C)C)cc1 (stereo unspecified)
-7.9 | COc1ccc(CCNc2nc(-c3ccc(C)cc3)cc(C(F)F)n2)cc1OC
-15.3 | Cc1ccc(-c2cc3c(n2-c2ccccc2F)CC(C)(C)CC3=O)cc1
-3.1 | O=C1C2N=NN(CC(=O)N3N=C4/C(=C/c5ccc(F)cc5)CCCC4C3c3ccc(F)cc3)C2C(=O)N1c1ccc([N+](=O)[O-])cc1 (stereo unspecified)
-0.4 | Cc1ccc(-c2nc3c(Cl)cccc3c(=O)o2)cc1
1.8 | Cc1cnc(SCCN2CCOCC2)nc1C1CCCN(C(=O)CCC2CCCCC2)C1 (stereo unspecified)
-5.8 | COC(=O)c1ccc(NC(=O)C(=O)NCC(c2cccnc2)N2CCN(c3ccccc3)CC2)cc1 (stereo unspecified)
12.9 | CC(C)Oc1ccc(C(=O)N(Cc2ccco2)Cc2cccs2)cc1
-0.3 | COc1ccccc1OCCSc1n[nH]c2nc3ccccc3n12
-9.3 | CC(C)(C)/C(CN1C(=O)C2(OCCO2)c2ccccc21)=N\O
-4.8 | Cc1cc(C)c(C(=O)NCc2cccnc2N2CCOCC2)c(=O)[nH]1
-3.4 | COc1cccc(S(=O)(=O)Nc2ccc(Br)cc2F)c1
-7.3 | COc1c(C)cccc1C(=O)Nc1ccc(Cl)c(-c2nc3cc(C)ccc3o2)c1
4.8 | COc1cc(-c2nc(CN3CCCCC3CCNC(C)=O)c(C)o2)ccc1F (stereo unspecified)
6.9 | N#Cc1c(-c2ccc(Cl)cc2Cl)csc1NC(=O)c1ccc(-c2ccccc2)cc1
8.1 | O=C(CSc1nc2ccccc2s1)c1ccc2c(c1)OCO2
1.2 | Cc1c(C(C)NCC(C)(C)C)cnn1-c1ccccc1 (stereo unspecified)
-5.9 | CCOC(=O)C1(Cc2cccc(OC)c2)CCCN(C(=O)C2CCOCC2)C1 (stereo unspecified)

New compounds follow:
ROC1-CUL1 inh | structure
-2.2 | CCOC(=O)c1nnn(-c2ccc(OC)cc2)c1N
4.3 | COc1cc(/C=C2\C(=O)N(CCC(=O)O)N=C2C)cc(Br)c1O
2.5 | FC(F)(Cl)Oc1ccc(Nc2nc(NCc3ccco3)nc(N3CCOCC3)n2)cc1
4.8 | COc1cc(/C=N/Nc2nc(Nc3ccccc3)nc(N3CCCCC3)n2)ccc1OCc1ccccc1[N+](=O)[O-]
13.0 | CN1C(=O)C(C(=O)c2nn[nH]n2)C(=O)c2cc(Cl)ccc21 (stereo unspecified)
10.6 | COc1ccc(NC2CCCN(C(=O)c3cccs3)C2)cc1 (stereo unspecified)
5.5 | Cc1ccc(CNc2oc(-c3ccc(COc4ccc(Cl)cc4)o3)nc2C#N)cc1
2.6 | O=C1NN=C(CSc2nnc(SCc3ccccc3)s2)CS1
-4.5 | Cc1ccc(CCNC(=O)c2nn(C)c3c2CSc2ccccc2-3)cc1
-8.4 | CCOC(=O)C1=C(c2ccccc2)N=c2s/c(=C/c3cccc([N+](=O)[O-])c3O)c(=O)n2C1c1ccc(F)cc1 (stereo unspecified)
9.5 | Cc1cnc(SCc2ccccn2)nc1C1CCCN(C(=O)/C=C/c2ccc(F)cc2)C1 (stereo unspecified)
-7.5 | CCCCNC(=O)Nc1cnn(Cc2ccc(F)cc2)c1
-0.2 | COc1ccc(N2C(=O)/C(=C\c3ccoc3)SC2=S)cc1
-4.3 | CCn1c(=O)c2cc(C(=O)NCCc3cccc(C)c3)sc2c2ccccc21
-3.2 | CCn1cc(CN2CCCC(C(=O)Nc3ccc(-c4ccco4)cc3)C2)c(C)n1 (stereo unspecified)
1.5 | COc1cccc(CCC2CCCN(C(=O)C(C)(C)C)C2)c1 (stereo unspecified)
-4.4 | O=C(Nc1ccc(F)cc1)C1CCN(c2nc3ccccc3n3cccc23)CC1
3.2 | Cc1ccc(-c2csc(N/N=C/c3ccc(Br)cc3)n2)cc1
1.2 | COc1ccccc1NC(=O)C1C(C)=Nc2ncnn2C1c1ccccc1OC (stereo unspecified)
-0.4 | CCSc1nnc(-c2cnn(-c3ccccc3)c2-n2cccc2)o1

Copied from the entries so far (3 entries):
ROC1-CUL1 inh | structure
3.2 | Cc1ccc(-c2csc(N/N=C/c3ccc(Br)cc3)n2)cc1
1.2 | COc1ccccc1NC(=O)C1C(C)=Nc2ncnn2C1c1ccccc1OC (stereo unspecified)
-0.4 | CCSc1nnc(-c2cnn(-c3ccccc3)c2-n2cccc2)o1

(next part)
ROC1-CUL1 inh | structure
2.4 | CCOC(=O)C1CCN(CC(O)COc2ccccc2Br)CC1 (stereo unspecified)
-5.2 | CC(=O)Cn1cnc2sc(-c3ccccc3)cc2c1=O
2.7 | Cc1ccc(OCC(=O)Nc2cc(Cl)c(O)c(Cl)c2)cc1
6.2 | C=CCNC(=O)C12CCC(C)(C(=O)C1)C2(C)C (stereo unspecified)
8.6 | O=C1NC(=O)C(=Cc2cn(Cc3c(F)cccc3Cl)c3ccccc23)C(=O)N1
-5.7 | CCc1ccccc1NC(=O)Cn1c(=O)c2cccn2c2ccc(F)cc21
1.5 | CC(=O)c1cccc(NC(=O)CCS(=O)(=O)c2ccc(Br)s2)c1
-0.2 | COc1ccc(NC(=S)N2CCN(c3cccc(Cl)c3)CC2)c(OC)c1

Assay outcomes as filed in PubChem.

Some of the compounds tested; count on the stated rates, not on these rows.
